IMPase Li inh – membrane-permeable IMPase blocker, potentiated with lithium | AID 1457 | 210,000 tested, 0.35% active | Potency, µM (series often up to 59.4 µM), without a hit: top-dose activity, negative = IMPase inhibition, hits mostly inhibitors | CHO-M1 cells, IP1 TR-FRET (IP-One), carbachol + lithium;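 note: IP1 builds up when IMPase is blocked and the TR-FRET signal falls; potency is the fitted concentration of half-maximal effect; plate controls were basal vehicle for no effect and high inhibitor control for full effect; nearly all actives have a fitted effect of over 50% in size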
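Test compounds were applied to CHO-M1 cells previously cultured for 16–30 h at 2000 per well. A small lithium amount accompanied them; after 30 min at 37C, IP1 was quantified by TR-FRET.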
Epigenetic derep – epigenetic control regulation, reporter derepression; murine LDR cells, GFP reporter derepression, 30 h; Potency, µM (top dose mostly 53.9 µM), for inactives: top-dose GFP activation, actives largely listed as activators; 280,000 tested, 0.2% active; AID 1865; note: potency is the fitted concentration of half-maximal effect; % of control where 0% means no effect; nearly all actives have a fitted effect of over 60% in size
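Murine LDR cells carrying a silenced, genomically integrated CMV-driven GFP reporter were exposed to compound for 30 hours at 37 C. After PBS washes, GFP-positive cells (20–120 um objects) were counted by laser-scanning microplate cytometry.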
NPSR antagonist – blocks cAMP signaling of the human neuropeptide S receptor; Q6W5P4; 220,000 tested, 1% active; CHO-NPSR cells, cAMP TR-FRET, antagonist mode; Potency, µM (doses to about 38.3 µM), for the others: at the highest dose activity change, negative = inhibition, usual class: inhibitors; note: potency is the fitted concentration of half-maximal effect; % is set by controls: 0 for no effect and ±100 for the full control effect; nearly all actives have a fitted effect of over 50% in size; many of its hits are not listed in these tables
Target sequence (Q6W5P4 whole entry, looked up): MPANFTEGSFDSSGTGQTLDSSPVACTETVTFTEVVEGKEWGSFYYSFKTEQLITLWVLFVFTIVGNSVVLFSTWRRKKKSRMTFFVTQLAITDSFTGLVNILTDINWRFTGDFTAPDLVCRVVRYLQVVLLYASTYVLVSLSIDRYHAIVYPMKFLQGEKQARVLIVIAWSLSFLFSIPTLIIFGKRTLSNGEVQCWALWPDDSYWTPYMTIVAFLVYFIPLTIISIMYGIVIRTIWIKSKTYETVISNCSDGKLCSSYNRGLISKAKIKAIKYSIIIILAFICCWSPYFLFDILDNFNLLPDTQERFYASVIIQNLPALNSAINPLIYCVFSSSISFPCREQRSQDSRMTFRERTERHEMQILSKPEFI
Luc counter – Kinase-Glo luciferase inhibition (counter-screen); Kinase-Glo luciferase, ATP luminescence, 8 min; Potency, µM (series often up to 38.3 µM), without a hit: at the top dose activity change, negative = inhibition, hits mostly inhibitors; Q27757; AID 1379; 200,000 tested, 0.28% active; note: potency is the fitted concentration of half-maximal effect; % is set by controls: 0 for no effect and ±100 for the full control effect; nearly all actives have a fitted effect of over 60% in size
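Inhibition of Kinase-Glo luciferase light generation was assessed at 10 uM ATP in pH 7.2 imidazole buffer, with luminescence measured after eight minutes at ambient temperature.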
CBFb-RUNX1 inh – blocks binding between human CBF-beta and RUNX1. Q01196+Q13951. AlphaScreen CBFb-His/RUNX1-biotin binding, biochemical. Potency, µM (doses to about 59.8 µM), for inactives: at the top dose activity, negative = inhibition, most hits filed as inhibitors. 230,000 tested, under 10 active. AID 1477; note: % of control where 0% means no effect
Target sequence (Q01196 whole entry, looked up): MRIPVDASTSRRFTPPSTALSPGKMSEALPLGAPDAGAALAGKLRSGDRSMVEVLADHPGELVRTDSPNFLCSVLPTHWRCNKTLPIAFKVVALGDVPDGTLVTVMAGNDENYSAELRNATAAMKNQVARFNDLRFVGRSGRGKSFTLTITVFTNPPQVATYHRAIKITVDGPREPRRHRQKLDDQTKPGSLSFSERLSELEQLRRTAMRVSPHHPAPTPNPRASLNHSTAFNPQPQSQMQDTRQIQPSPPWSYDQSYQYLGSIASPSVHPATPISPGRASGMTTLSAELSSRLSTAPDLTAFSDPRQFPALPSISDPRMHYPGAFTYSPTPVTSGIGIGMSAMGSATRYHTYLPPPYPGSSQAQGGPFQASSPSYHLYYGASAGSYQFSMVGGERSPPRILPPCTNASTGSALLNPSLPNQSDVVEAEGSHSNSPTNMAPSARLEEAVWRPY
Target sequence (Q13951 whole entry, looked up): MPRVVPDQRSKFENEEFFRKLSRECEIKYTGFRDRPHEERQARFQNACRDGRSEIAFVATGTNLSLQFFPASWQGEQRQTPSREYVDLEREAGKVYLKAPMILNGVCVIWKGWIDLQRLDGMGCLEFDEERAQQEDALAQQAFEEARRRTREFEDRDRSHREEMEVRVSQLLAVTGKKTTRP
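His-tagged CBF-beta and biotinylated RUNX1 (30 nM each) were premixed 20 min at room temperature, exposed to compound for 15 min, then given nickel-chelate and streptavidin AlphaScreen beads (50 ng each). After 90 min, AlphaScreen signal was read.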
GLA spleen mod – alpha-galactosidase A (human) modulation; P06280; human spleen homogenate, 4MU-alpha-Gal fluorescence, 40 min; Potency, µM (doses to about 80 µM), for the others: at the highest dose activity change, negative = inhibition, hits mostly inhibitors; 240,000 tested, 0.008% active; AID 2107;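 note: potency is the fitted concentration of half-maximal effect; 0% = enzyme with vehicle and -100% = no enzyme basal signal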
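Human spleen homogenate (1 ug) as enzyme source, 4-methylumbelliferyl-alpha-D-galactopyranoside 1 mM final, citrate/phosphate pH 5.0 with 0.01% Tween-20. Compounds 40 min at 37C, NaOH/glycine stop; fluorescence Ex 365/Em 440, Hill-fit AC50.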
LMNA splice mod – changes lamin A minigene splicing in HeLa cells. Potency, µM (doses to about 46.1 µM), without a hit: top-dose ratio change, negative = inhibition, hits mostly inhibitors. 200,000 tested, 0.01% active. HeLa LMNA splicing GFP/RFP minigene ratio, 48 h; active = well fitted inhibition curve with a large enough effect in the signal ratio, with a control signal flat, not every such curve was filed as active; inconclusive = small, poorly fitted or top-dose-only effect, or effect the other way, or a change in a side signal; the % refers to the signal ratio; note: potency is the fitted concentration of half-maximal effect; % is set by controls: 0 for no effect and ±100 for the full control effect
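S3 HeLa stable clones carrying a lamin A-EGFP splicing minigene plus DsRed2 were seeded at 600 cells/well in Opti-MEM with 2% FBS, pin-dosed and incubated 48 h at 37°C. Acumen cytometry (488 nm) gave the GFP/RFP total-intensity ratio.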
* = called active by the depositor; ? = inconclusive; nt = not tested or not shown; & = joins results of further samples; [ ] = dose if it differs, or a comment. Unless noted, calls come from the whole dose curve; as a rule, active = well fitted curve in the direction sought with a large enough effect; inconclusive = small, poorly fitted or top-dose-only effect, or another doubt; inactive = no such curve, though single readings can be large; an effect the other way counts as inactive or inconclusive. A portion of the library. The share of hits here may be higher or lower than overall.

SMILES	IMPase Li inh	Epigenetic derep	NPSR antagonist	Luc counter	CBFb-RUNX1 inh	GLA spleen mod	LMNA splice mod
COc1ccc(NC(=S)NCC(c2ccco2)N2CCCC2)cc1 (configuration not stated)	0%	0.9%	6%	12%	-1%	-5%	nt
COCCNC(=O)c1nc2ccccc2s1	-6%	3.8%	-2%	-2%	1%	-2%	-3%
Cc1ccccc1NC(=O)COC(=O)c1cc(=O)c2ccccc2o1	-2%	-2.2%	10%	0%	18%	-7%	-16%[46 µM]
CN(C)CCCN(C(=O)c1ccc(N2C(=O)CCC2=O)cc1)c1nc2c(F)cccc2s1	-3%	-0.8%	5%	2%	6%	6%	18%[1.84 µM]
CCOC(=O)C1CCN(C(=O)C2CCN(S(=O)(=O)c3cc(Cl)ccc3Cl)CC2)CC1	12%	0.9%	?	1%	16%	11%	-6%
COc1ccc(Oc2ncnc3c2ncn3Cc2ccccc2)cc1	1%[38.3 µM]	-1.5%	4%[46.1 µM]	-1%	1%	6%	0%
Cc1ccc(S(=O)(=O)n2nc(C)c(C#N)c2N)cc1	3%	-1.9%	14%	4%	6%	11%	?
Brc1c(CSc2nc3ccccc3s2)nc2ncccn12	-4%	0.0%	-8%[46.1 µM]	-1%	7%	-5%	?
Cc1ccc(C)c(NC(=O)Cc2csc(-c3ccccc3)n2)c1	-6%	-1.1%	-28%	0%	-7%	-4%	-17%
CC(C)C(=O)Nc1nc(-c2ccc([N+](=O)[O-])cc2)cs1	12%	1.1%	-7%	0%	-7%	-1%	?
CN(C(=O)CC1C(=O)NCCN1CC1CCCCC1)C1CCOCC1 (configuration not stated)	nt	0.0%	4%	nt	3%	5%	nt
Brc1ccc(CN2CCN(c3ccccn3)CC2)s1	10%[38.3 µM]	0.7%	-5%[46.1 µM]	20%	2%	-2%	-7%
Cc1cn([C@H]2C=C[C@@H](CO)O2)c(=O)[nH]c1=O	-3%&-4%&4%&-1%&4%	1.0%&1.1%&-1.0%&0.0%	31%	-2%	3%	4%&13%&-5%&-11%&11%&-6%	?
O=C(CSc1nnc(-c2cccnc2)n1-c1ccccc1)Nc1ccccn1	-4%[38.3 µM]	-1.0%	-1%[46.1 µM]	-1%	4%	-6%	2%
O=C(CN1N=C(c2ccccc2)CCC1=O)NCCN1CCc2ccccc2C1	4%	0.0%	1%[46.1 µM]	0%	6%	-6%	-1%
COc1cc(C2CC(=O)Oc3c(C(CCN4CCOCC4)c4ccc(N(C)C)cc4)c(OC)cc(OC)c32)cc(OC)c1OC (configuration not stated)	nt	2.9%	-3%	nt	?	8%&-1%	nt
Cc1oc(CC(C)C)cc1C(=O)Nc1ccc(C(=O)O)cc1	-3%[38.3 µM]	-8.4%	-27%[46.1 µM]	3%	-7%	-2%	?
O=C(CN1C(=O)S/C(=C\c2ccc(Cl)cc2)C1=O)NNC(=O)c1ccccc1O	0%	-1.1%	1%	0%	-15%	-5%	?
NC(=O)OCC(COC(N)=O)c1ccccc1	-1%&4%&-4%	2.2%&-0.2%&3.0%	?	4%&-3%&-1%	-3%	-6%&-4%&6%	?
COC(=O)c1c(C)c2c(c(C)c1O)OC(=O)c1c(C)c(Cl)c(O)c(Cl)c1O2	-1%&21%	1.1%&-0.5%	nt	-3%&1%	9%&14%	-3%&4%	nt
CCc1ccc(OCCNC(=O)c2ccc(S(=O)(=O)N(C)C)cc2)cc1	13%[38.3 µM]	-1.0%	-18%[46.1 µM]	-4%	4%	-15%	-5%
CN(C(=O)COC(=O)CNC(=O)c1ccc(Cl)cc1Cl)c1ccccc1	8%	-2.9%	11%	-1%	4%	-6%	-9%[46 µM]
Nc1ncnc2oc(-c3ccco3)c(-c3ccco3)c12	17%[38.3 µM]	0.9%	-12%[46.1 µM]	-9%	nt	-8%	12%
Cc1ccc(-c2cc(C(=O)Nc3ccc(S(=O)(=O)Nc4cc(C)on4)cc3)c3ccccc3n2)c(C)c1	7%[38.3 µM]	-1.0%	10µM*	1%	-4%	-10%	-3%
Cc1nc2c3cc(F)ccc3n(CCN3CCCCC3)c2s1	5%	2.6%	-25%	nt	-7%	0%	nt
O=C(NCCN1CCN(Cc2ccccc2)CC1)c1cc2c(=O)[nH]c3ccccc3c2s1	20%[38.3 µM]	0.0%	-2%[46.1 µM]	-1%	-5%	-1%	-8%
O=C(/C=C/c1ccc(-c2cccc([N+](=O)[O-])c2)o1)N1CCOCC1	nt	7.9%	-21%	nt	1%	-7%	nt
COc1ccc(-n2c(C)nc3c(cnn3-c3ccc(Cl)cc3)c2=O)cc1	18%[38.3 µM]	-1.9%	-29%[46.1 µM]	2%	-2%	-3%	?
NC(=O)c1cccnc1Nc1cccc(F)c1	-3%	-1.0%	0%	-4%	1%	-1%	?
O=C(CSc1nnc(-c2ccncc2)o1)N1CCCC1	-6%	-1.2%	6%	4%	2%	2%	nt
O=C(NCCc1cn2ccsc2n1)C1CCCCC1	14%[38.3 µM]	0.0%	-3%[46.1 µM]	0%	11%	-3%	-9%
Nc1nonc1C(=O)NCCNc1ccc([N+](=O)[O-])cn1	-3%	0.3%	21%	-2%	0%	-6%	nt
CC1(C)CC(=O)C2=C(C1)c1c(ccc3ncccc13)NC2c1cccs1 (configuration not stated)	2%	0.0%	3%	0%	-5%	5%	?
CCOc1cc2c(cc1OC)C(NC(=O)C(F)(F)F)CC2=O (configuration not stated)	1%	0.0%	-8%[46.1 µM]	2%	10%	1%	-9%
CCCCCCCC(=O)NNC(=O)c1c(O)c2ccccc2n(CC)c1=O	-5%	1.9%	0%	0%	-4%	-2%	?
COc1cccc(CNCCO)c1OCc1ccccc1Cl	0%	0.0%	18%	0%	4%	0%	-10%
O=C(/C=C/c1cccs1)N1CCN(c2ccccc2F)CC1	10%	0.0%	-9%	-4%	6%	-2%	5%
COc1ccc(C(=O)OCC(=O)NC(=O)NC2CCCC2)c(OC)c1	-1%	-0.1%	0%	4%	-11%	4%	9%[46 µM]
COc1ccc(CNc2ccc(C)c(C)c2)c(OC)c1OC	31%[activator]	-1.3%	-22%	2%	?	-3%	nt
O=C(NCCc1csc(-c2cccnc2)n1)c1cccc(Cl)c1	nt	-1.1%&4.2%	-4%	nt	6%	5%	13%[46 µM]
O=C(CNS(=O)(=O)c1ccccc1)N1CCN(c2ccccc2)CC1	3%[38.3 µM]	0.9%	-8%[46.1 µM]	3%	5%	1%	-3%
O=C(C[n+]1cc(-c2ccc(F)cc2)n2c1CCC2)OCc1ccccc1	15%	-0.9%	8%	1%	-3%	1%	-1%
O=C(CSc1nnc(CCc2nc3ccccc3[nH]2)n1-c1ccccc1)NCc1ccccc1	5%	-3.5%	-21%[46.1 µM]	0%	4%	-2%	-11%
COc1ccc(N2CC(C(=O)Nc3cccc(C)n3)CC2=O)cc1 (configuration not stated)	1%	1.1%	-3%	2%	?	2%	nt
CC(C)(CCl)C(=O)Nc1ccnc(-c2ccncc2)n1	13%	0.0%	12%	3%	1%	-5%	nt
CCOC(=O)c1nn(-c2ccc(F)cc2)c2c1CC/C2=C/c1ccccc1	-7%	0.0%	-7%	0%	12%	-1%	-6%
O=C(CC1COc2ccccc2O1)NCCc1ccccc1 (configuration not stated)	-17%[38.3 µM]	0.9%	-2%[46.1 µM]	-6%	6%	4%	-9%
CC(=O)NC(C)c1nc2ccccc2n1CC(=O)N1C(C)CCCC1C (configuration not stated)	-2%	5.6%	10%	1%	-7%	1%	nt
O=C(O)C1CC=CCC1C(=O)NC1CCCCC1 (configuration not stated)	-7%	-0.1%	-9%	0%	4%	5%	8%[46 µM]
O=C(NC(=S)Nc1ccc2c(c1)C(=O)c1ccccc1C2=O)c1ccc(F)cc1	-2%	?	2%	-7%	0%	2%	12%

(listing goes on)
SMILES	IMPase Li inh	Epigenetic derep	NPSR antagonist	Luc counter	CBFb-RUNX1 inh	GLA spleen mod	LMNA splice mod
CCCOC(=O)CC1C(=O)NCCN1Cc1cc(OC)cc(OC)c1 (configuration not stated)	2%	-0.1%	5%	-5%	16%	4%	nt
CC1=C(C(=O)OC2CCCCCCC2)C(c2ccc(O)cc2)NC(=O)N1 (configuration not stated)	4%[38.3 µM]	0.8%	-9%[46.1 µM]	-1%	-7%	-5%	0%
COC(=O)CNc1nc(-c2ccccc2F)nc2ccccc12	15%[38.3 µM]	0.0%	20%[46.1 µM]	-2%	2%	1%	?
Brc1ccc(OCc2nnnn2-c2ccccc2)cc1	6%	-2.5%	-7%	1%	14%	3%	?
CCc1ccc(OCCNC(=O)c2cccs2)cc1	35%[38.3 µM]	-6.7%	-13%[46.1 µM]	-4%	2%	5%	?
Cc1cc(C(=O)COC(=O)c2cccn2C)c(C)n1Cc1ccco1	3%	2.7%	-23%	-14%	?	-10%	-19%[46 µM]
O=C(CCCCn1c(=S)[nH]c2ccsc2c1=O)NCc1ccco1	2%[38.3 µM]	0.0%	-9%[46.1 µM]	-5%	3%	5%	13%
CCc1ccc(NC(=O)CS(=O)CC(=O)NC(C)CCc2ccco2)cc1 (configuration not stated)	-2%	7.0%	2%[46.1 µM]	2%	3%	5%	-10%
NC(=O)C1CCN(CC(=O)Nc2ccccc2Sc2ccc(Cl)cc2)CC1	13%	1.1%	-12%	10%	-6%	-4%	1%
COCCNC(=O)[C@H]1C[C@@H]1[C@H](NP(=O)(c1ccccc1)c1ccccc1)c1ccccc1	-11%&-6%	4.3%&-0.5%	10%	4%&1%	12%[2.36 µM]	10%&0%	10%

Pulled by structure from the list above:
SMILES	IMPase Li inh	Epigenetic derep	NPSR antagonist	Luc counter	CBFb-RUNX1 inh	GLA spleen mod	LMNA splice mod
Brc1ccc(CN2CCN(c3ccccn3)CC2)s1	10%[38.3 µM]	0.7%	-5%[46.1 µM]	20%	2%	-2%	-7%
CCc1ccc(OCCNC(=O)c2cccs2)cc1	35%[38.3 µM]	-6.7%	-13%[46.1 µM]	-4%	2%	5%	?

(continued)
SMILES	IMPase Li inh	Epigenetic derep	NPSR antagonist	Luc counter	CBFb-RUNX1 inh	GLA spleen mod	LMNA splice mod
CC(NC(=O)c1ccc2c(c1)OCO2)C(c1cccs1)N1CCN(c2ccccc2)CC1 (configuration not stated)	nt	-2.3%	-53%	nt	9%	-1%	nt
CSc1ccccc1NC(=O)c1cnccn1	5%	1.2%	-10%[46.1 µM]	1%	3%	-7%	-15%
COC(=O)C1C/C(=N\NS(=O)(=O)c2ccc(C)cc2)c2sccc2C1 (configuration not stated)	5%	0.9%	0%	-5%	0%	6%	4%
CC(=O)c1ccc(NC(=S)NC(=O)c2c(Cl)c(C)nn2C)cc1	-3%	0.1%	3%	-4%	3%	-9%	11%
Cn1cnc(S(=O)(=O)Nc2ccc(OC(F)F)cc2)c1	nt	0.0%	-25%	nt	4%	3%	nt

Bioassay records from PubChem BioAssay.
